XBP1 UPR activ = activators of adaptive XBP1 UPR arm, primary screen, cell-based, CHO-XBP1 luciferase reporter, luminescence, uHTS; 0.33% of 330,000 active; activation, % at 20 µM; AID 463104, 2010; IRE1-XBP1 UPR activation; percent of tunicamycin response, DMSO as zero;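 active means versus positive control, 20 µM dose yields 30% or more activation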;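 further: 100% = tunicamycin at 10 µg/mL and 0% = DMSO only wells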
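Material: CHO-XBP1 cells stably carrying IRE1-XBP1-driven luciferase reporter | Medium: F12 with 10% serum | Compound dosing: 20 µM single concentration, DMSO 1% | Incubation: Overnight seeding at 37 °C, 6 h compound treatment at 37 °C | Detection: Steady-Glo luminescence read | Read-out basis: % activation of reporter signal versus tunicamycin and DMSO controls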
CHOP UPR activ = activators of apoptotic CHOP UPR arm, primary screen, cell-based, CHO-CHOP luciferase reporter, luminescence, uHTS. UPR activation; percent of tunicamycin response over DMSO baseline. activation, % at 10 µM. 0.34% of 330,000 active. AID 449763, 2010;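 active means at 10 µM dose, activation of 40% or more, normalized to positive control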;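 further: 100% = tunicamycin at 10 µg/mL and 0% = DMSO alone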
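System: CHO-CHOP luciferase reporter cell line; amount: 500 cells/well; buffer or medium: F12 medium containing 10% fetal bovine serum; incubation: 6 h compound exposure at 37 °C after overnight seeding; measured by: luciferase luminescence after 10 min with Steady-Glo reagent; evaluation: % reporter activation, DMSO baseline versus tunicamycin full activation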
EBI2 antag = EBI2 receptor antagonists, beta-arrestin recruitment, primary screen, cell-based, luminescence, 7a,25-OHC stimulation, uHTS | G-protein coupled receptor 183 (Homo sapiens), P32249 | 7a,25-OHC stimulated | inhibition, % at 5 µM | 0.81% of 360,000 active; in the data active means inhibition above about 38%;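 further: enzyme fragment complementation signal reports receptor beta-arrestin coupling in cells; 0% = agonist plus DMSO wells and 100% = wells without agonist; some results beyond the cut were filed as inactive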
APJ antag = antagonists of human apelin receptor APJ, primary screen, CHO-K1 cells, beta-arrestin complementation, luminescence; P35414; inhibition, % at 20 µM; 0.32% of 330,000 active;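 active means inhibition above about 40% at 20 µM, limit read from the data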;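 further: cells challenged with 10 nM apelin-13 agonist together with compound; plate controls were apelin-13 plus DMSO wells for no effect and DMSO wells lacking apelin-13 for full effect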
Target sequence (P35414 whole entry, looked up): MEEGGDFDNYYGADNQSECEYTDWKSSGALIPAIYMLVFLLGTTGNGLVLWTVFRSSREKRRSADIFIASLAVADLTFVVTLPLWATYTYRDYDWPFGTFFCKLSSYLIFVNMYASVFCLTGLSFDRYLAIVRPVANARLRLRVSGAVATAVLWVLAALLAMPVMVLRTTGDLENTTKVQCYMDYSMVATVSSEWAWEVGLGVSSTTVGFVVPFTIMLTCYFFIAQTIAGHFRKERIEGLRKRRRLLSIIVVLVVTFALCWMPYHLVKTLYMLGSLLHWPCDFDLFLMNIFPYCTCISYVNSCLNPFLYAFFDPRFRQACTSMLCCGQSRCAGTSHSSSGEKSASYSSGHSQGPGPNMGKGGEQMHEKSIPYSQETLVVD
APJ ag = agonists of human apelin receptor APJ, primary screen, CHO-K1 cells, PathHunter beta-arrestin, luminescence. P35414. AID 2520, 2010. 0.11% of 330,000 active. 0% DMSO wells, 100% apelin. activation, % at 20 µM;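 active means activation more than six SD over the plate average, tested at 20 µM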;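 further: 0% = DMSO alone and 100% = apelin-13 at 10 nM; some results filed as inactive read as strong as hits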
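Assay system: CHO-K1 cells stably expressing ProLink-tagged human APJ and arrestin–beta-gal acceptor. Compound dosing: 20 µM single point, 1% DMSO. Times: 16-18 h seeding, 90 min dark compound exposure, 60 min detection. Detection: beta-gal luminescence. Evaluation: APJ–arrestin association signal. Controls: negative DMSO alone, positive Apelin-13 at 10 nM.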
tim23-1 inh = growth inhibitors of tim23-1 mutant yeast, primary screen, luminescence, uHTS; AID 463212, 2010; inhibition, % at 20 µM; 1.3% of 330,000 active; S. cerevisiae tim23-1 growth, BacTiter-Glo luminescence, 24 h;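 active means growth inhibition of the mutant yeast at or above 50%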;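 further: temperature-sensitive mutant grown at 25 °C; plate controls were DMSO-treated mutant yeast for no effect and medium wells lacking yeast for full effect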
Mdm2-MdmX inh = inhibitors of human Mdm2-MdmX association, primary screen, cell-based, luminescence, split luciferase, SaOS-2, uHTS. Protein Mdm4 (Homo sapiens) + E3 ubiquitin-protein ligase Mdm2 (Homo sapiens), …. SaOS-2 split-luciferase Mdm2/MdmX complementation. inhibition, % at 8 µM. 3% of 330,000 active;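 active means inhibition of at least 50% at 8 µM in the primary screen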
CCR6 antagonist = CCR6 receptor antagonists, primary screen, cell-based, CHO-K1, luminescence, beta-arrestin, uHTS | 0.49% of 340,000 active | CHO-K1 CCR6 PathHunter beta-arrestin, CCL20-stimulated | inhibition, % at 20 µM;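 active means compounds whose inhibition of the agonist-driven luminescence signal at 20 µM reaches about 50%, limit read from the data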;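 further: cells stimulated with CCL20 at 14 nM final; plate controls were DMSO with CCL20 for no effect and DMSO without agonist for full effect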
Target sequence (P51684 whole entry, looked up): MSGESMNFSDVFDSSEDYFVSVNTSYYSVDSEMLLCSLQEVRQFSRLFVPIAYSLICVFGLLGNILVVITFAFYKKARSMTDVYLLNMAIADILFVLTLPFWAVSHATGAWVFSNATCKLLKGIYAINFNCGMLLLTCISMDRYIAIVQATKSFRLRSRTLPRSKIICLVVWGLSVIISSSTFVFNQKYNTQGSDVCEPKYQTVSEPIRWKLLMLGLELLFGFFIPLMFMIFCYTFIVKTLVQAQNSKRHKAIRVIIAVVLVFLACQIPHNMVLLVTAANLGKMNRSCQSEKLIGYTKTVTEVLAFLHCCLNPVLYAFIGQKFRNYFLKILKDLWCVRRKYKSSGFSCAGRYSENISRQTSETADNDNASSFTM
CXCR6 inh = CXCR6 receptor inhibitors, primary screen, cell-based, beta-arrestin, luminescence, CHO-K1 PathHunter, 1536-well. inhibition, % at 20 µM. C-X-C chemokine receptor type 6 (Homo sapiens), O00574. 0.36% of 360,000 active; in the data active means inhibition above about 34%, passing the limit was not always enough;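 further: antagonist mode with CXCL16 agonist at 10 nM final; 0% = 10 nM CXCL16 with DMSO and 100% = unstimulated wells without agonist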
* = called active by the depositor; · = not tested or not shown. The list is partial; rates above refer to the full screens.

No.	SMILES	XBP1 UPR activ	CHOP UPR activ	EBI2 antag	APJ antag	APJ ag	tim23-1 inh	Mdm2-MdmX inh	CCR6 antagonist	CXCR6 inh
1	CCOc1ccc(Oc2ccc(S(=O)(=O)N3CCOCC3)cc2N)cc1	-2	0.2	20	3	-3	21	7	3	-18
2	CC1(C)Oc2ccc(NC(=O)c3ccco3)cc2O1	4	4.0	0	-7	-2	12	-52	18	3
3	Cc1ccc(S(=O)(=O)N2CCC(C(=O)NCCCN3CCCC3=O)CC2)cc1	-1	0.0	-5	-2	4	-4	1	6	-22
4	Cc1nn(-c2ccccc2)c(C)c1/C=C1\C(=O)N(C)C(=S)N1C	-2	1.0	-5	9	-2	12	31	24	2
5	COCCN(Cc1cc2cc(C)ccc2nc1Cl)C(=O)Nc1ccccc1OC	-2	0.8	-1	-1	-5	0	-5	10	0
6	COc1cc(SC)ccc1C(=O)N1CC(C)OC(C)C1 (stereo not given)	-4	1.9	-9	9	-1	9	-9	-2	1
7	COc1ccc(OCc2cn3c(C)cc(C)nc3n2)cc1	-4	1.3	-8	-16	2	18	-11	3	-5
8	CCN(CC)N=Nc1ccc(S(=O)(=O)Nc2c(C)n(C)n(-c3ccccc3)c2=O)cc1	-3	-0.4	-9	5	-2	6	12	4	-2
9	COc1ccc(NC(=O)/C=C/c2ccccc2)c([N+](=O)[O-])c1	3	6.0	8	-41	-1	1	-95	10	-24
10	Cc1ccc(NC(=O)CN(C)Cc2cc(=O)n3ccsc3n2)cc1	2	-1.2	10	-11	-6	-8	6	-3	-3
11	CC(C)CCn1c(O)c(N=NC(=O)c2ccco2)c2ccccc21	5	1.2	-39	4	-1	15	28	11	-4
12	NS(=O)(=O)c1ccc(NC(=O)CSc2nnc(Cc3cccs3)n2-c2ccccc2)cc1	-2	-1.0	6	-3	-2	-2	21	20	-2
13	COc1ccc(-n2c(CCC(=O)O)ccc2-c2ccc(F)cc2)c(OC)c1	-4	2.6	-5	-2	-4	19	-3	8	6
14	COc1cccc2cc(-c3csc(CCn4nc(C)cc4C)n3)c(=O)oc12	-1	-1.2	3	15	0	15	31	0	-11
15	CC1(C)Cc2c(C#N)c(NCCN3CCOCC3)nc(-c3ccccc3)c2CO1	1	-0.5	7	-10	-3	-42	-9	1	1
16	CN(C)CCCNC(=O)CC1C[C@H](C(=O)N2CCOCC2)[C@@]2(CCC3CCCC3)c3[nH]c4ccccc4c3CCN2C1=O (stereo not given in full)	-2	1.6	-8	10	-2	-14	36	6	1
17	CC(C)Oc1ccc(S(=O)(=O)N2CCOCC2)cc1NC(=O)C1CCCCC1	-4	4.5	-4	4	-2	8	-10	2	2
18	Cc1noc(C)c1NC(=O)Nc1cccc2c1O[C@@H](CN(C)C(=O)Nc1ccc3c(c1)OCO3)[C@@H](C)CN([C@H](C)CO)C2=O	1	-0.5	13	5	-3	15	2	7	-2
19	CC1CCCCC1NC(=O)CCNC(=O)N1CC(=O)Nc2ccccc21 (stereo not given)	-2	1.3	-1	18	-5	10	-4	5	-7
20	N#Cc1c(-c2ccccc2)c(-c2ccccc2)nn(CC(=O)NNC(=O)Nc2ccccc2)c1=O	-4	-2.2	20	-2	-4	13	45	3	11
21	Cc1ccc(CN(Cc2ccccn2)C(=O)Nc2c(F)cccc2F)cc1	-4	1.5	-3	8	-2	33	11	8	-12
22	Cc1cc(NCCCn2ccnc2)n2ncc(-c3ccccc3)c2n1	-7	-5.4	3	10	-3	-10	74*	37	6
23	CCN1CC(CNCc2cn(-c3ccc(OC)cc3)nc2-c2ccccc2Cl)CC1=O (stereo not given)	-2	-2.0	6	16	-2	-1	6	2	3
24	N/C(=N\OC(=O)Cc1cccs1)c1ccc(Cl)cc1	6	5.1	11	17	1	-12	1	9	6

A second format for 13 compounds above.
(12) NS(=O)(=O)c1ccc(NC(=O)CSc2nnc(Cc3cccs3)n2-c2ccccc2)cc1
(13) COc1ccc(-n2c(CCC(=O)O)ccc2-c2ccc(F)cc2)c(OC)c1
(14) COc1cccc2cc(-c3csc(CCn4nc(C)cc4C)n3)c(=O)oc12
(15) CC1(C)Cc2c(C#N)c(NCCN3CCOCC3)nc(-c3ccccc3)c2CO1
(16) CN(C)CCCNC(=O)CC1C[C@H](C(=O)N2CCOCC2)[C@@]2(CCC3CCCC3)c3[nH]c4ccccc4c3CCN2C1=O (stereo not given in full)
(17) CC(C)Oc1ccc(S(=O)(=O)N2CCOCC2)cc1NC(=O)C1CCCCC1
(18) Cc1noc(C)c1NC(=O)Nc1cccc2c1O[C@@H](CN(C)C(=O)Nc1ccc3c(c1)OCO3)[C@@H](C)CN([C@H](C)CO)C2=O
(19) CC1CCCCC1NC(=O)CCNC(=O)N1CC(=O)Nc2ccccc21 (stereo not given)
(20) N#Cc1c(-c2ccccc2)c(-c2ccccc2)nn(CC(=O)NNC(=O)Nc2ccccc2)c1=O
(21) Cc1ccc(CN(Cc2ccccn2)C(=O)Nc2c(F)cccc2F)cc1
Screen / compound no.	12	13	14	15	16	17	18	19	20	21
XBP1 UPR activ	-2	-4	-1	1	-2	-4	1	-2	-4	-4
CHOP UPR activ	-1.0	2.6	-1.2	-0.5	1.6	4.5	-0.5	1.3	-2.2	1.5
EBI2 antag	6	-5	3	7	-8	-4	13	-1	20	-3
APJ antag	-3	-2	15	-10	10	4	5	18	-2	8
APJ ag	-2	-4	0	-3	-2	-2	-3	-5	-4	-2
tim23-1 inh	-2	19	15	-42	-14	8	15	10	13	33
Mdm2-MdmX inh	21	-3	31	-9	36	-10	2	-4	45	11
CCR6 antagonist	20	8	0	1	6	2	7	5	3	8
CXCR6 inh	-2	6	-11	1	1	2	-2	-7	11	-12

(22) Cc1cc(NCCCn2ccnc2)n2ncc(-c3ccccc3)c2n1
(23) CCN1CC(CNCc2cn(-c3ccc(OC)cc3)nc2-c2ccccc2Cl)CC1=O (stereo not given)
(24) N/C(=N\OC(=O)Cc1cccs1)c1ccc(Cl)cc1
Screen / compound no.	22	23	24
XBP1 UPR activ	-7	-2	6
CHOP UPR activ	-5.4	-2.0	5.1
EBI2 antag	3	6	11
APJ antag	10	16	17
APJ ag	-3	-2	1
tim23-1 inh	-10	-1	-12
Mdm2-MdmX inh	74*	6	1
CCR6 antagonist	37	2	9
CXCR6 inh	6	3	6

Next section.
No.	SMILES	XBP1 UPR activ	CHOP UPR activ	EBI2 antag	APJ antag	APJ ag	tim23-1 inh	Mdm2-MdmX inh	CCR6 antagonist	CXCR6 inh
25	C=CCNC(=O)C(=O)NCC1CCCN1CC (stereo not given)	5	0.0	-6	-1	-3	-8	11	-1	-5
26	Cc1c(NC(=O)CN2CCN(c3cccc(Cl)c3)CC2)c(=O)n(-c2ccccc2)n1C	-2	-1.5	8	17	-2	1	23	10	-3
27	S=c1[nH]nc(-c2ccco2)n1/N=C/c1ccccc1	0	-0.8	0	3	2	29	-4	4	-9
28	Cc1ccc(NC(=O)CN2C(=O)C(C)Oc3ccccc32)nc1 (stereo not given)	-1	0.4	-4	11	3	23	-8	-5	-2
29	COc1ccc2[nH]c3c(c2c1)CCN1C(=O)C(CC(=O)NCCC2=CCCCC2)C[C@H](C(=O)N2CCOCC2)[C@@]31CCC1CCCC1 (stereo not given in full)	6	5.3	12	·	·	14	36	23	7
30	CN(C)C(=O)c1ccc(NC(=O)c2cccc(S(=O)(=O)N3CCCc4ccccc43)c2)cc1	-4	-0.6	-18	-15	3	7	26	14	2
31	CNC(=O)c1ccc(Oc2ccc(C(=O)NC)cc2)cc1	-3	1.2	-4	9	-3	11	-19	-16	4
32	CC1CCCC(NC(=O)COC(=O)c2ccc(Br)o2)C1C (stereo not given)	3	2.6	-2	9	0	20	-12	3	-1
33	CCn1c(C)nc2cc(S(=O)(=O)C(F)(F)C(F)C(F)(F)F)ccc21 (stereo not given)	-2	5.9	-11	-2	-1	10	22	-5	-4
34	CCOC(=O)CCCNC(=O)CSc1nnc(-c2ccccc2)c(-c2ccccc2)n1	-2	3.4	0	21	-3	22	13	14	10
35	O=C(Nc1nnc(COc2ccccc2)s1)Nc1ccccc1F	0	-2.6	2	2	1	4	23	-4	-22
36	CCCCNC(=O)c1onc(CSc2ccc(F)cc2)c1C(=O)O	-1	0.7	-5	-47	7	5	-2	9	3
37	COc1cc(/C=C2\SC(=O)N(CC(=O)Nc3ccc(C)cc3)C2=O)cc(Cl)c1OCC(=O)O	-1	2.6	-1	10	-1	-1	27	21	1
38	COC(=O)/C=C1\C(=O)N(c2nc3ccc(OC)cc3s2)C(=S)N1c1ccc(F)cc1	14	73*	·	9	-3	16	10	·	·
39	O=C(NNC(=O)c1ccccc1C(=O)O)c1ccc(O)cc1	-3	-1.5	1	-4	1	11	19	13	-3
40	COc1cc(CNCCSc2nnnn2C)cc(Br)c1OCc1ccccc1F	-7	-4.0	9	5	-2	3	-1	8	-4
41	CCOC(=O)C1CC(c2ccccc2)=NNC1=O (stereo not given)	-4	5.5	1	-3	-4	1	-17	-7	2
42	CCOC(=O)C1=C(c2ccccc2)NC(=O)NC1c1ccc(OC)cc1OC (stereo not given)	-3	2.7	-10	7	-2	0	17	-3	4
